# Epigenetic derep = derepresses silenced GFP reporter in murine cells. AID 1865. Potency, µM (highest dose often 53.9 µM), for inactives: at the top dose GFP activation, most hits filed as activators. murine LDR cells, GFP reporter derepression, 30 h. hit rate 0.2% among 280,000; further: % of control where 0% means no effect; nearly all actives have a fitted effect of over 60% in size
#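 Murine LDR cells bearing a silenced CMV-driven GFP reporter were exposed to compound for 30 h at 37 C. After PBS washes, GFP-positive cells (20-120 um objects) counted by laser-scanning microplate cytometry.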
# ALDH1A1 inh = ALDH1A1 (human) enzyme inhibition | Purified ALDH1A1, NADH fluorescence, propionaldehyde substrate | Potency, µM (highest dose often 75.3 µM), for the others: at the highest dose activity, negative = inhibition, usual class: inhibitors | hit rate 7.3% among 220,000; active means well fitted inhibition curve with a large enough effect, not every such curve was filed as active; inconclusive means small, poorly fitted or top-dose-only effect, or another doubt; inactive means no such curve, though single readings can be large or run the other way;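 further: plate controls were no enzyme wells and a reference inhibitor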
# Target sequence (P00352 whole entry, looked up): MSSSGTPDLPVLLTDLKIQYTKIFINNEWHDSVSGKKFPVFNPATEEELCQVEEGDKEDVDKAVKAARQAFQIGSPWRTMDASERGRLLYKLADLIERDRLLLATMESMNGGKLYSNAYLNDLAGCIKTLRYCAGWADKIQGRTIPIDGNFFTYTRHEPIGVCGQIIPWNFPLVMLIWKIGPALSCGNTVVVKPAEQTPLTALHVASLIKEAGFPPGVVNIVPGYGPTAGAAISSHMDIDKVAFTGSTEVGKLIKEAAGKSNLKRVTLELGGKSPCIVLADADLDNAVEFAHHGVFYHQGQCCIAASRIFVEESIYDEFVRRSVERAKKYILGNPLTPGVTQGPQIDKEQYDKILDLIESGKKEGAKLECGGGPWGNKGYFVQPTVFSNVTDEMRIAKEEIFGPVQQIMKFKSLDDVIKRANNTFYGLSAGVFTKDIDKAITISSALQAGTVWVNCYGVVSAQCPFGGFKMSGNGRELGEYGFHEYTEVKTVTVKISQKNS
# NPSR antag = neuropeptide S receptor (human) antagonism, cAMP; Q6W5P4; CHO-NPSR cells, cAMP TR-FRET, antagonist mode; Potency, µM (titrated, usually from 38.3 µM), for inactives: at the top dose activity change, negative = inhibition, usual class: inhibitors; hit rate 1% among 220,000; AID 1461; further: on the % scale 0 is the no-effect control and ±100 the full control effect; nearly all actives have a fitted effect of over 50% in size; many of its hits are not listed in these tables
# Target sequence (Q6W5P4 whole entry, looked up): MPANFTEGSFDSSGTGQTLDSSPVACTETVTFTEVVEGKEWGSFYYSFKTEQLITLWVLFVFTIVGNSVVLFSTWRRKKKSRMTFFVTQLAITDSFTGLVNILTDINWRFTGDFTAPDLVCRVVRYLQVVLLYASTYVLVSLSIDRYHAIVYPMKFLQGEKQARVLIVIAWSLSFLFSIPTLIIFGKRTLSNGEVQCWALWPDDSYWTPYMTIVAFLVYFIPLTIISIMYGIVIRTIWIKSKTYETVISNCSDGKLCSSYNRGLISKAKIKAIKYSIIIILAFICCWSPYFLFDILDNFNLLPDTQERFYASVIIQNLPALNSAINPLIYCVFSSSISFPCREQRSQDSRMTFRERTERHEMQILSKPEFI
# aGlu spleen mod = inhibitors or activators of human alpha-glucosidase in spleen homogenate. P10253. human spleen homogenate, 4-MU-alpha-glucoside fluorescence. Potency, µM (series often up to 79.9 µM), for the others: at the highest dose activity change, negative = inhibition, actives largely listed as inhibitors. hit rate 0.006% among 240,000;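 further: 0% = enzyme with vehicle and -100% = no enzyme basal signal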
#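 Human spleen homogenate (1 ug) incubated with compounds and 1 mM 4-methylumbelliferyl-alpha-D-glucopyranoside in pH 5.0 citrate/phosphate buffer, 37 C, 40 min. Stopped at pH 10; 4-MU fluorescence (Ex 365/Em 440 nm); AC50 by Hill fit.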
# GAA glycogen = inhibitors or activators of human alpha-glucosidase glycogen cleavage. P10253. recombinant GAA, glycogen substrate, Amplex Red glucose oxidase fluorescence. Potency, µM (highest dose often 76.4 µM), for inactives: at the highest dose activity change, negative = inhibition, actives largely listed as inhibitors. hit rate 0.38% among 300,000. AID 2100;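 further: 0% = full enzyme reaction and -100% = no-enzyme basal signal; the screen sought inhibitors and activators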
#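 Natural-substrate format: glycogen cleavage by 4 nM human enzyme, glucose read by Amplex Red coupling (Ex 573, Em 610 nm). Normalized to enzyme and no-enzyme controls.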
# Tau fluor counter = counter-screen for tau fibril formation inhibitors; tau K18 P301L Alexa594 fluorescence, heparin fibrillization; Potency, µM (top dose mostly 57.7 µM), for inactives: at the top dose activity change, negative = decrease; hit rate 0.93% among 280,000; AID 1463; further: on the % scale 0 is the no-effect control and ±100 the full control effect; nearly all actives have a fitted effect of over 55% in size
#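 Human tau K18 P301L (15 uM unlabeled, 0.24 uM Alexa 594-labeled) in 100 mM sodium acetate pH 7 with 20 uM heparin, 6 hr at 37 C. ThT 30 uM added, 1 hr ambient; Alexa 594 FP and total fluorescence read at 555/632 nm.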
# GAA inh = alpha-glucosidase (human) inhibition; P10253; purified human GAA, 4-MU-alpha-glucoside fluorescence; Potency, µM (titrated, usually from 76.9 µM), for the others: at the highest dose activity change, negative = inhibition, usual class: inhibitors; hit rate 0.005% among 200,000;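 further: plate controls were uninhibited enzyme wells for no effect and no-enzyme background for full effect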
#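 AC50 values come from Hill fits of compound titrations (up to 77 uM) against 4 nM human enzyme. Substrate 4-methylumbelliferyl-alpha-D-pyranoside at 400 uM, pH 5.0 citrate buffer, 20 min room temperature; fluorescence Ex 365/Em 440 after alkaline stop.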
# GLA spleen mod = inhibitors or activators of human alpha-galactosidase in spleen homogenate. human spleen homogenate, 4MU-alpha-Gal fluorescence, 40 min. Potency, µM (doses to about 80 µM), without a hit: top-dose activity change, negative = inhibition, most hits filed as inhibitors. hit rate 0.008% among 240,000. AID 2107;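 further: 0% = enzyme with vehicle and -100% = no enzyme basal signal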
#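 Human spleen homogenate (1 ug) as enzyme source, 4-methylumbelliferyl-alpha-D-galactopyranoside 1 mM final, citrate/phosphate pH 5.0 with 0.01% Tween-20. Compounds 40 min at 37C, NaOH/glycine stop; fluorescence Ex 365/Em 440, Hill-fit AC50.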
# Numbers without * were called inactive; ? = inconclusive; . = no result given; [ ] = remark or other dose. Unless noted, the call rests on the fitted dose curve; in most records, active means well fitted curve in the direction sought with a large enough effect; inconclusive means small, poorly fitted or top-dose-only effect, or another doubt; inactive means no such curve, though single readings can be large; an effect the other way counts as inactive or inconclusive. Potency means the concentration at half of the fitted maximal effect. The list is partial; the hit share may differ from the screen's.
smiles | GAA inh | ALDH1A1 inh | NPSR antag | aGlu spleen mod | GLA spleen mod | Tau fluor counter | Epigenetic derep | GAA glycogen
CCn1cc(C(=O)NCC2CCCO2)c(=O)c2cc(S(=O)(=O)N(C)C3CCCCC3)ccc21 (stereo unspecified) | 4% | 0% | -25% | -7% | -5% | -21% | -1.0% | 7%
CC(C)(C)c1csc(NNC(=O)c2ccc(Br)cc2)n1 | ? | -11% | 12% | -6% | -4% | ? | -0.4% | ?
CC(C)c1[nH]c(=O)c(C#N)c2c1COC(C)(C)C2 | 7% | -38% | -10%[46.1 µM] | -7% | 10% | -1% | 1.8% | -14%
Cc1ccc(/C=C2\CCOC2=O)cc1 | 0% | -9% | -36% | 1% | -2% | -4% | -6.1% | 4%
Cc1ccc(-c2cn3cccnc3n2)cc1NC(=O)c1c(-c2ccccc2Cl)noc1C | ? | ? | -14%[46.1 µM] | 16% | ? | -7% | 0.0% | -11%
Cn1c(=O)n(C)c2cc(S(=O)(=O)Nc3ccccc3)ccc21 | -3% | -3% | -31% | -1% | 0% | -13% | -2.8% | -1%
CCOC(=O)C1=C(c2ccccc2)NC(=S)NC1c1ccc(C)c([N+](=O)[O-])c1 (stereo unspecified) | -1% | 0.25µM* | -55% | -12% | 3% | -14% | 0.0% | 4%
CN(C)C(=O)N1CCC(C(=O)NCc2ccc(F)cc2)CC1 | -15%[15.4 µM] | -7% | -11%[46.1 µM] | 3% | 4% | -4% | -0.6% | 4%
C=CCn1c(O)c(N=NC(=O)c2ccc3c(c2)OCO3)c2ccccc21 | 5% | ? | -2%[46.1 µM] | 4% | -5% | -8% | -1.8% | 4%
CC1(C)OC(=O)C=C[C@@]2(C)C1C[C@@H](O)[C@]1(C)C2CC[C@@]2(C)C(c3ccoc3)OC(=O)[C@H]3O[C@]321 (stereo partly specified) | . | -5% | . | 2% | -15% | -1% | 1.1% | .
N/C(=N\OC(=O)Cc1ccc(-c2ccccc2)cc1)c1cccnc1 | -5% | 1% | -16%[46.1 µM] | -6% | -5% | -11% | -1.9% | 6%
O=C(Nc1ccccc1)c1ccc2nsnc2c1 | -2% | ? | -15%[46.1 µM] | -8% | 5% | -6% | -1.7% | 4%
O=[N+]([O-])c1ccc(NCCCN2CCOCC2)c([N+](=O)[O-])c1 | -16% | -6% | 0% | 5% | 3% | -11% | -0.6% | -12%
CCCCN1Cc2c(nc3cc(-c4ccco4)[nH]n3c2=O)C1=O | -11% | ? | 38% | 12% | 7% | -1% | 0.0% | -4%
CC(C)(C)OC(=O)c1c(N)n(CCCN2CCCC2=O)c2nc3ccccc3nc12 | ? | ? | -10%[46.1 µM] | ? | ? | -3% | -0.7% | -9%
Cc1cc(=O)[nH]c(SCC(=O)Nc2ccccc2C)n1 | 12% | -5% | 5% | -4% | -2% | -5% | -7.2% | -11%
COc1cccc(-n2c(CNc3ccc(F)cc3)nnc2SCC(N)=O)c1 | -2% | ? | -2%[46.1 µM] | -22% | 1% | 4% | -4.8% | -5%
O=C(Cc1ccc(Cl)cc1)Nc1ccc(Br)cc1 | -1% | 0% | 0% | -10% | 5% | -12% | 0.0% | 4%
O=C1OCCN1C(=O)[C@H]1[C@H](c2ccc([N+](=O)[O-])cc2)C(c2ccc(F)cc2)=NN1c1ccc(Br)cc1 | . | 7%[50.4 µM] | . | 1% | -10% | ? | -0.1%[40.7 µM] | .
Cc1nn(-c2ccccc2)c2c1C(c1ccc(Br)s1)C(C#N)=C(N)O2 (stereo unspecified) | 1% | 3.2µM* | -21% | 2% | 3% | ? | -2.5% | ?

# Compound profiles (already shown). Screens in order: GAA inh, ALDH1A1 inh, NPSR antag, aGlu spleen mod, GLA spleen mod, Tau fluor counter, Epigenetic derep, GAA glycogen
# O=C(Nc1ccccc1)c1ccc2nsnc2c1 in the list: -2%, ?, -15%[46.1 µM], -8%, 5%, -6%, -1.7%, 4%
# COc1cccc(-n2c(CNc3ccc(F)cc3)nnc2SCC(N)=O)c1 in the list: -2%, ?, -2%[46.1 µM], -22%, 1%, 4%, -4.8%, -5%

# Next section.
smiles | GAA inh | ALDH1A1 inh | NPSR antag | aGlu spleen mod | GLA spleen mod | Tau fluor counter | Epigenetic derep | GAA glycogen
O=C(CCSCCc1ccncc1)NCCCN1CCOCC1 | ? | 2% | -1%[46.1 µM] | -6% | 6% | -3% | -2.8% | 12%
COc1ccccc1N1CCN(C(=O)COc2ccc(Cl)cc2)CC1 | -9% | -2% | -9%[46.1 µM] | 6% | 8% | -8% | 0.8% | 3%
Cc1cccc(-c2ccc(-c3cc(=O)oc4cc(C)cc(C)c34)cc2)c1 | . | 8% | . | 6%[119 µM] | 3%[119 µM] | -16%[81.3 µM] | -1.6% | .
CC(C)c1csc(CN2CCC(CO)(Cc3cccc(F)c3)CC2)n1 | -7% | -7% | 30% | 4% | -3% | -6% | 1.1% | -9%
Cc1ccc(Nc2nc(-c3ccncc3)cs2)cc1 | -7% | 11% | -5% | 0% | 3% | -28% | 0.0% | -12%
CCCCOC(=O)C(C#N)c1nc2ccccc2nc1N1CCOCC1 (stereo unspecified) | -7% | ? | -23%[46.1 µM] | -3% | -1% | -16% | -1.0% | 4%
Cc1ccc2[nH]c(=O)c(CN(Cc3cccnc3)C(=S)NCCCN(C)C)cc2c1 | 2% | -14% | -11% | -5% | -2% | -10% | -1.0% | 11%
Cc1cccc(N2C(=O)C(Cl)=C(Nc3c(C)n(C)n(-c4ccccc4)c3=O)C2=O)c1C | 1% | -15% | -9%[46.1 µM] | -11% | -26% | -17% | 0.0% | ?
O=C(Nc1ccncc1)c1sc2ccccc2c1Cl | 0% | -2% | 7% | 5% | 4% | -14% | -1.4% | 14%
Cc1cc(C)nc(NS(=O)(=O)c2ccc(N3Cc4ccccc4C3=O)cc2)n1 | -2% | -4% | -1% | -18% | 2% | -9% | -1.8% | 7%
CCOC(=O)c1c(NC(=S)Nc2ccc(C)cc2)sc2c1CCC2 | -9% | 0% | 11% | 4% | 4% | -16% | 3.2% | -9%
COc1cc(OC)c(CN2CCC(CO)(CCOc3ccccc3)CC2)c(OC)c1 | 10% | ? | 12% | 3% | -5% | -5% | 7.8% | 7%
COc1ccc(-c2nc(C(N)=O)c3[nH]c(=O)n(-c4cccc(Cl)c4)c3n2)cc1OC | -1% | 13% | ? | -1% | -3% | -20% | 0.0% | -1%
O=C(O)c1ccc(CSc2nnc(-c3ccco3)o2)cc1 | 5% | ? | -12%[46.1 µM] | 3% | 3% | 0% | -1.1% | 7%
CCC(C)NC(=O)COC(=O)c1oc2ccccc2c1CSc1ccc(Cl)cc1 (stereo unspecified) | 0% | 9% | -16% | 7% | 4% | 4% | 0.0% | -4%
O=C(Nc1ccccc1)NC1CCN(Cc2nnnn2C2CCCCC2)CC1 | -4% | 14µM* | 2%[46.1 µM] | -10% | -7% | -3% | 0.0% | 5%
O=C(CSc1nc(-c2ccccc2)cs1)NCc1ccco1 | -19% | 25µM* | 27%[46.1 µM] | -13% | -1% | -10% | 0.9% | -2%
Cc1ccc(S(=O)(=O)Nc2ccc(=O)n(Cc3ccc(Cl)c(Cl)c3)c2)cc1 | -3% | ? | -13%[46.1 µM] | -7% | 9% | -29% | 2.1% | -3%
O=C(NCCc1ccc2c(c1)OCCO2)c1cc(F)cc(F)c1 | 3% | 5% | 5%[46.1 µM] | 3% | 2% | -14% | -0.9% | -7%
S=C(Nc1ccccc1)Nc1ccc(Br)cc1 | -4% | ? | 16% | 8% | 9% | ? | -2.4% | -12%

smiles | GAA inh | ALDH1A1 inh | NPSR antag | aGlu spleen mod | GLA spleen mod | Tau fluor counter | Epigenetic derep | GAA glycogen
O=S(=O)(CCNCc1cccs1)c1ccc(Cl)cc1 | -4% | ? | -16% | -6% | 5% | -20% | 0.0% | -2%
Cc1ccc(S(=O)(=O)N2CCOCC2)cc1C(=O)OCC(=O)NC1CCS(=O)(=O)C1 (stereo unspecified) | -2% | -6% | 18% | -1% | -3% | 4% | -3.0% | 5%
Cn1c(=O)c2sccc2n2c(CCCC(=O)NCc3ccc4c(c3)OCO4)nnc12 | 10% | -7% | -2%[46.1 µM] | 2% | 15% | -9% | -2.2% | ?
CN(c1ccc(OCC(=O)OCC(=O)Nc2ccccc2)cc1)S(=O)(=O)c1ccc(F)cc1 | -2% | 2% | 17% | -1% | -13% | ? | 1.0% | 9%
O=C(O)CC12CC3CC(C1)CC(n1ncc(NCc4ccc5c(c4)OCO5)c(Cl)c1=O)(C3)C2 | -1% | ? | 11% | 0% | -3% | -4% | -1.9% | -10%
CCc1ccc(-c2csc(NC(=O)C3CC(=O)N(c4ccc5c(c4)OCCO5)C3)n2)cc1 (stereo unspecified) | -1% | 4% | -16% | 2% | -11% | -16% | 1.0% | 5%
C/C(=N/NC(=O)c1ccoc1C)c1ccc(NC(=O)C2CCCC2)cc1 | 1% | -7% | -8% | -4% | -7% | 7% | -5.6% | 6%
Cc1noc(NC(=O)c2c(-c3c(Cl)cccc3Cl)noc2C)c1[N+](=O)[O-] | -6% | 2% | 42% | 0% | 10% | -4% | 2.2% | -6%
CCc1nc(N2CCN(C(=O)c3ccccc3)CC2)c2c3c(sc2n1)CCCC3 | 6% | ? | ? | 3% | 3% | -13% | 0.1% | 5%
COc1ccc2c(c1)O[C@@H](c1ccc3c(c1)OCO3)[C@H](OC(=O)N[C@H]1CCCc3ccccc31)C2=O | . | -13% | . | 0% | -5% | -9% | -1.1% | .
O=C(O)c1ccc(NCCc2ccc(Cl)cc2)c([N+](=O)[O-])c1 | -3% | 10% | -35% | 3% | 4% | -16% | 3.3% | 6%
CCn1c2ccc(CC(=O)O)cc2c2cc(CC(=O)O)ccc21 | 7% | ? | -4%[46.1 µM] | -1% | -6% | 4% | -0.2% | 12%
CCOc1ccc2[nH]c(SCC(=O)OC)c([N+](=O)[O-])c2c1 | 6% | ? | -33% | -3% | -4% | -17% | 4.2% | 12%
Cc1ccc(Nc2nc(N)nc(CSC(=S)N3CCN(c4ccccc4)CC3)n2)cc1 | 1% | 9% | -18% | -4% | 3% | ? | -1.0% | 3%
Cc1ccc(N(CC(=O)NC2CCCC2)C(=O)c2c(C)noc2C)cc1C | -9% | 1% | -13%[46.1 µM] | -2% | -22% | -2% | 6.6% | 1%
CNC(=O)/C(C#N)=C\c1ccc(CNS(=O)(=O)c2ccc(Cl)cc2)o1 | -20% | -3% | 10% | -9% | -10% | -3% | 3.9% | 9%
COc1ccc(OCc2nnc(SCC(=O)N(C)Cc3ccccc3)n2N)cc1 | 10% | 8.9µM* | 5% | 0% | 1% | -2% | -0.2% | 1%
